# PLCb3 inh – PLC-beta3 (human) inhibition, primary screen. Q01970. Purified PLC-beta3, fluorogenic substrate, fluorescence. inhibition, % at 12.2 µM. hit rate 0.18% among 370,000; in the data active = inhibition above about 11%;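 also: 0% = median of compound wells on plate and 100% = full blocker control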
# DAX1 inh-1 – inhibits human nuclear receptor DAX1. hit rate 0.99% among 340,000. P51843. AID 504766. inhibition, % at 6.75 µM. HEK293 Gal4-DAX1 luciferase reporter, luminescence;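 active = inhibition above the mean over all tested compounds plus 3 SD, cut at about 4.2% in these data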;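 also: 0% = DAX1-transfected cells with DMSO and 100% = empty-vector control cells with DMSO; inhibition shows as a rise in luminescence from relieved DAX1 repression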
# hcDAF12 agonist – activators of H. contortus DAF-12 nuclear receptor; HEK293 hcDAF-12 lit1-tk-luc reporter, luminescence; 0% DMSO, 100% Δ7-dafachronic acid; activation, % at 6.8 µM; hit rate 1.4% among 370,000;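 active = activation above the mean of all tested compounds plus 3 SD, cut at about 5.5% in these data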;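 also: 100% = response to 3 µM Δ7-dafachronic acid high control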
# ADAM10 inh – inhibits human ADAM10; O14672; recombinant ADAM10, EDANS/DABCYL FRET peptide cleavage, 3 h; inhibition, % at 7 µM; hit rate 0.62% among 370,000;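 active = inhibition above a per-campaign cutoff equal to the mean of compounds falling between control-based bounds plus 3 SD, cut at about 20% in these data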;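 also: 0% = DMSO wells while the 100% control is not disclosed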
# hgDAF12 agonist – hgDAF-12 agonism, primary luciferase screen | hit rate 1.8% among 370,000 | HEK293 GAL4-hgDAF12 UAS-luciferase reporter, agonist luminescence; normalized to butyrate control | activation, % at 6.8 µM | AID 687014;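 active = activation above a cutoff set at the mean of all screened compounds plus 3 SD, cut at about 10% in these data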;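 also: 0% = DMSO wells and 100% = sodium butyrate wells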
# ADAM17 inh – inhibits human ADAM17 | hit rate 0.83% among 370,000 | P78536 | inhibition, % at 6.95 µM | recombinant ADAM17, EDANS/DABCYL FRET peptide cleavage;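 active = inhibition above the mean of compounds lying between control limits plus 3 SD, set per campaign, cut at about 8.5% in these data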;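 also: 0% = DMSO-only wells as the low control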
# DAX1 inh-2 – DAX1 (NR0B1) inhibition, primary screen; HEK293T StAR-luciferase reporter, SF-1/DAX-1 repression relief; inhibition, % at 6.8 µM; hit rate 1.1% among 370,000; AID 652010;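 active = inhibition above the mean over all tested compounds plus 3 SD, cut at about 3.6% in these data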;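 also: 0% = DAX-1 cells with DMSO and 100% = cells lacking DAX-1 with DMSO; higher inhibition means more luminescence from relief of DAX-1 repression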
# FXN GAA850 act – activators of GAA850 frataxin (FXN) promoter | HEK293 lucGAA850 FXN promoter luciferase reporter, 24 h; percent of 10 µM SAHA response | activation, % at 6 µM | hit rate 0.56% among 360,000 | AID 540364;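 active = activation above the average of all compounds screened plus 3 SD, cutoff fixed separately per campaign, cut at about 7.5% in these data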;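 also: 0% = DMSO wells and 100% = 10 µM SAHA wells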
# sPLA2-III inh – Blocks human group III sPLA2 activity. QFRET BODIPY PC-A2 liposome hydrolysis, fluorescence. inhibition, % at 12.2 µM. hit rate 0.56% among 370,000;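 active = inhibition above mean plus 3 SD of compounds lying within the high and low control bounds, cut at about 19% in these data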;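 also: 0% = median of test compound wells and 100% = no enzyme DMSO wells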
# ssDAF-12 act – S. stercoralis DAF-12 activation, primary screen; AID 652126; HEK293 ssDAF-12/GRIP1 lit1-tk-luc reporter, luminescence; % of 3 µM dafachronic acid response; hit rate 1% among 370,000; activation, % at 6.8 µM;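 active = activation above the mean over all tested compounds plus 3 SD, cut at about 0.9% in these data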;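 also: 0% = DMSO-only wells and 100% = 3 µM delta7-dafachronic acid wells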
# PLCg1 inh – blocks human PLC-gamma1 enzyme activity; inhibition, % at 12.2 µM; AID 720700; purified PLC-gamma1, fluorogenic substrate, fluorescence; hit rate 0.84% among 370,000; P19174; in the data active = inhibition above about 9.5%
# Target sequence (P19174 whole entry, looked up): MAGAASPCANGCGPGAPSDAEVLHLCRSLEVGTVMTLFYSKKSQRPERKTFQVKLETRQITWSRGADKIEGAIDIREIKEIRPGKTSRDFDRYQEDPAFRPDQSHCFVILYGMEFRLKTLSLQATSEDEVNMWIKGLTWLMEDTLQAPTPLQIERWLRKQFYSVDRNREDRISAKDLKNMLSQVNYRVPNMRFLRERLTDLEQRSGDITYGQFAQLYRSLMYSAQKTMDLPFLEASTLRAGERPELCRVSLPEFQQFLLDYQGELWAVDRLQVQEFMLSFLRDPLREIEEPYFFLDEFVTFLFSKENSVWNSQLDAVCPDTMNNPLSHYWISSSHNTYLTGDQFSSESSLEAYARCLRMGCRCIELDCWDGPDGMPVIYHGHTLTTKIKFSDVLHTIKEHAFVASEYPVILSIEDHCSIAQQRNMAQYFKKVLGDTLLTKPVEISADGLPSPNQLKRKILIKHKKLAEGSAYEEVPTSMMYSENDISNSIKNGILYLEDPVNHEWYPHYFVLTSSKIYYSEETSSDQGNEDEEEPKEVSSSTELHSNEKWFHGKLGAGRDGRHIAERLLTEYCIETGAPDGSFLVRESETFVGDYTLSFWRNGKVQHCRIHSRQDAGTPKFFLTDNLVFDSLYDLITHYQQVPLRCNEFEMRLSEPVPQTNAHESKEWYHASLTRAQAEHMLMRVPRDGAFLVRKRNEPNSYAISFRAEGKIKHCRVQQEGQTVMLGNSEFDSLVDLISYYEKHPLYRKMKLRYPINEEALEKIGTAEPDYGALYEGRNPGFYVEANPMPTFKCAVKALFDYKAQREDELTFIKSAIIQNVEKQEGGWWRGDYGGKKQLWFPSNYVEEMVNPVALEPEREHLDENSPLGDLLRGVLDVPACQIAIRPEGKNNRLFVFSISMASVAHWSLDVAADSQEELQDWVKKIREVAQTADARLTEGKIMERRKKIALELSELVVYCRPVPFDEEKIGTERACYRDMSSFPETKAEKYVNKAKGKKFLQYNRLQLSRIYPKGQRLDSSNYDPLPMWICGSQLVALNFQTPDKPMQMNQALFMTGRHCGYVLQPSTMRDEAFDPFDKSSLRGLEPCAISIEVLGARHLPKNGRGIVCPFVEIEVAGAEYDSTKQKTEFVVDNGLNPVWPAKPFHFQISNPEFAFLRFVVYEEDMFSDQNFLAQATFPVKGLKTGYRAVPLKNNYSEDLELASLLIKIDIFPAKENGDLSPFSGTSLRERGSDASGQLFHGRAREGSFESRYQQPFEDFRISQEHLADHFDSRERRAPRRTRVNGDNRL
# Active calls of the source: *; i = inactive; . = not tested or not shown.
Compound	hcDAF12 agonist	PLCb3 inh	ADAM17 inh	DAX1 inh-1	hgDAF12 agonist	ADAM10 inh	FXN GAA850 act	ssDAF-12 act	sPLA2-III inh	DAX1 inh-2	PLCg1 inh
Cc1ccc(CNC(=O)CSCC(=O)O)cc1	-1.4	0	-3	0.1	-1.9	-4	0.9	-1.0	6	-0.1	0
O=C(NCCN1CCOCC1)c1ccc2c(c1)N(Cc1ccccc1)CCS2	-2.2	i	i	0.0	2.4	i	0.0	-1.3	-8	-0.5	i
Cc1ccccc1-c1nc(CS(=O)(=O)CC(=O)NCCc2ccccc2)c(C)o1	-0.1	-12	-1	-0.1	0.5	6	2.4	-0.5	-20	0.1	0
CC(SCc1ccccc1)C(=O)N/N=C/c1cc2c(cc1Br)OCO2 (centres undefined)	-1.8	4	1	-2.2	-0.3	-1	-0.1	-1.6	-2	-0.5	2
Cc1nc(S(=O)(=O)N(C)Cc2ccccc2)c(C#N)c(C)c1Cl	-1.4	0	-3	1.0	2.2	4	1.2	-1.4	-3	-0.4	0
CCOCCCNC(=O)CCN1C(=O)c2ccccc2Sc2ncccc21	0.9	-3	0	1.5	-1.1	-4	1.9	-1.1	-2	-0.2	2
COc1cccc(C(=O)OCc2cc(=O)oc3c(C)c(C)ccc23)c1OC	-0.9	-4	1	0.0	-0.3	3	-1.9	1.1*	4	0.2	0
CN(CCc1ccccc1)C(=O)c1ccc(NC(=O)Cc2ccc(NC(=O)C3CCN(C(=O)C4CCC4)CC3)cc2)cc1	-0.6	-1	0	0.2	2.1	-11	-0.9	-1.3	-16	-1.2	1
O=C(/C=C/c1ccccc1)OCCN=C1NS(=O)(=O)c2ccccc21	-0.5	-3	-1	-0.3	-0.1	-1	-2.0	-0.6	-3	0.0	-1
C[C@H](NC(=O)c1ccccc1)C(=O)OCC(=O)Nc1ccc2c(c1)OCO2	0.7	-2	-2	1.0	2.2	-9	1.8	-0.7	9	-0.1	2
COc1cc(SC)ccc1C(=O)OCC(=O)NC1CCCCC1	-0.6	-3	-1	0.1	-1.0	8	1.0	-1.9	-3	-0.2	2
CC(CCc1ccccc1)NS(=O)(=O)c1ccc(Cl)c(C(=O)O)c1 (centres undefined)	2.1	1	3	-1.2	-1.6	-1	-1.6	-1.7	-1	0.5	2
Oc1ccc(/C(Cc2ccc3ccccc3n2)=N\Nc2ccccc2)c(O)c1	3.8	-8	3	2.6	1.4	8	4.7	0.8	-29	0.4	-5
CCN1CCC(=NNC(=O)CC23CC4CC(CC(C4)C2)C3)CC1	-1.3	0	-1	1.0	3.3	10	-1.1	-0.9	-1	-0.6	1
O=C(CSc1nc(O)c(Cc2ccccc2)c(=O)[nH]1)Nc1nc2c(s1)CCCC2	-0.2	-3	-2	1.6	-0.1	-5	1.7	-1.1	-6	-1.0	-1
COc1ccc(/C=N/NC(=O)c2c(C)nc3ccc(Cl)cn23)cc1OC	-1.8	-28	-8	-3.5	-1.3	-1	-4.8	-1.4	6	-0.8	-15
O=C(CN1C2CCCC1CC(NC(=O)c1ccccc1)C2)Nc1nccs1 (centres undefined)	-1.0	-1	-6	0.1	1.9	-7	-0.2	-1.3	2	0.1	-1
CCc1nc2ccc(C(=O)NCCCN3CCCC3=O)cn2c1N(CC)C(C)=O	-0.9	-17	-8	.	0.5	-26	-2.2	-1.0	-4	-0.3	-12
CCCCOc1ccc(CNC(=O)NS(=O)(=O)c2ccc(OCC(C)C)cc2)cc1	0.7	-1	-1	1.1	-1.6	-5	-3.5	-0.9	-8	0.3	2
Cc1csc(=O)n1CCC(=O)OCc1nnc(-c2ccc(Cl)cc2)o1	-1.7	-8	-1	-1.3	4.5	-4	2.2	-0.8	-7	0.8	-3
CCN(CC(=O)NCc1cccs1)C(=O)c1ccc(S(=O)(=O)Nc2ccccc2)cc1	-0.7	-6	0	-0.8	1.3	0	1.7	-0.7	-5	0.5	-4
CCOC(=O)c1c(NC2OC(=O)c3c2ccc(OC)c3OC)sc(C(=O)OC(C)(C)C)c1C (centres undefined)	0.4	2	2	0.3	8.6	8	4.3	-1.0	-4	1.3	-4
CCOc1ccc(/C=N/NC(=S)NC2CC3C=CC2C3)cc1 (centres undefined)	0.5	-4	2	.	0.8	-4	-0.1	-1.6	11	0.0	0
Cc1ccnc(NC(=O)c2cccc(S(=O)(=O)N3CCOCC3)c2)c1	3.3	-1	0	0.4	11*	-4	3.2	-0.2	3	6.1*	2
Cc1ccc(NC(=O)c2cc(NC(=O)/C=C\C(=O)O)ccc2N2CCCCC2)cc1	2.0	-363	19*	-0.7	0.2	24*	1.3	-1.0	-4	-2.1	-231
COc1ccc(N2C(=O)CC(NCC#N)C2=O)cc1 (centres undefined)	-0.1	-5	1	0.3	-0.3	-3	0.7	-1.1	-5	0.5	1
CC(C)NC(=O)/C=C/C(=O)O	-0.3	-2	-4	0.1	-1.0	-9	1.8	-0.8	11	1.5	5
COc1ccc(C(=O)/C=C/c2ccccc2C(F)(F)F)cc1	0.3	0	6	-1.0	-1.2	20*	2.2	-1.7	-5	-0.1	6
CC(OC(=O)CC(C)c1ccccc1)C(=O)Nc1ccc(Cl)cn1 (centres undefined)	0.5	-12	0	0.4	2.0	-19	0.9	-0.9	7	-0.5	2
O=C(NCCO)C(=O)NCC1OCCCN1S(=O)(=O)c1ccc2c(c1)OCCO2 (centres undefined)	-0.2	-8	-1	-0.2	1.2	-4	1.0	-0.8	1	-0.5	-2
O=C(Nc1ccccc1C(=O)N1CCOCC1)c1ccc(CSc2ccccc2)cc1	-0.2	0	3	1.8	-0.9	5	1.1	-2.0	-2	0.1	5
CCOc1cc(/C=N/N=C(\N)c2nonc2N)cc(Br)c1OCc1cccc2ccccc12	0.1	1	-5	-1.0	2.1	-7	3.4	-0.6	15	0.2	0
CCC(CC)c1nnc(NC(=O)c2ccc(S(=O)(=O)N3CCc4ccccc4C3)cc2)s1	-0.8	-1	-3	2.5	-2.7	-10	-2.3	-0.2	15	0.7	-2
Cc1cc(C)c(S(=O)(=O)c2ccc(Cl)cc2)c(Cl)n1	-1.7	1	-5	-0.7	-2.0	-4	1.7	-1.0	0	-0.4	1
Cc1c2cccn2cc[n+]1C	0.3	i	-126	2.5	-0.1	-408	1.7	-0.7	3	-0.6	-362
COc1ccc(NC(=O)C2(c3ccc(NC(=O)c4ccc(OC)c(OC)c4)cc3)CCCC2)cc1	-1.4	-1	-3	1.4	2.4	-3	-1.5	-1.1	-1	-0.7	-1
Cc1ccc(NC(=O)c2cc3ccccc3o2)cc1S(=O)(=O)N(C)C	3.0	2	0	3.0	11*	0	5.8	0.0	0	1.4	-3
Cc1cc(C)c2oc(C(=O)N(Cc3cccs3)C3CCS(=O)(=O)C3)cc(=O)c2c1 (centres undefined)	0.0	-16	-3	0.1	-3.3	-6	1.3	-1.4	4	-0.3	-3
Cc1cccc(OCC(=O)Nc2ccccc2N2CCN(C(=O)C(C)C)CC2)c1C	-0.6	2	-5	0.9	6.3	4	0.2	-0.4	4	-0.8	-1
COc1cccc(C(=O)NCC(=O)OCC(=O)Nc2ncc(Cl)cc2Cl)c1	0.5	-20	-5	0.2	-0.1	0	0.8	-2.2	-9	0.8	-5
CCOC(=O)C1CCCN(C(=O)c2cc(=O)c3ccccc3o2)C1 (centres undefined)	-1.9	6	1	0.0	3.0	2	0.2	-1.1	5	0.2	3
C[C@@H]1CN([C@H](C)CO)C(=O)Cc2cc(NC(=O)Cn3cnnn3)ccc2O[C@@H]1CN(C)Cc1ccc(Cl)c(Cl)c1	-0.6	2	1	0.9	1.9	6	0.7	-0.4	-32	-0.2	2
CC(NC(=O)C1CCN(S(=O)(=O)c2ccc3c(c2)NC(=O)CO3)CC1)c1ccccc1 (centres undefined)	0.6	-5	-2	0.8	0.5	-1	-0.4	-1.2	-8	0.0	3
CSc1cc(C)n(-c2ccc(Cl)cc2)c(=S)c1C(C)=O	-1.1	8	2	1.2	-1.9	4	-1.0	-0.9	3	0.1	3
CC(=O)Nc1ccc(C(=O)N/N=C/c2ccccc2OCc2ccccc2)cc1	-0.7	-5	1	4.3*	6.8	-1	-2.3	-1.2	-5	0.3	-8
Cc1cccc(NC(=O)CN(C)C(=O)C2CCCC2)c1C	-1.1	-2	-5	-0.1	-3.8	-12	-0.4	-0.3	12	-0.6	0
CC1(C(=O)NS(=O)(=O)c2ccccc2Cl)CCN1C(=O)CCC1CCCC1 (centres undefined)	-0.1	1	4	.	2.2	3	1.0	-1.2	-1	0.4	9
COCCn1c(=N)c(C(=O)NCCc2ccc(OC)cc2)cc2c(=O)n3cccc(C)c3nc21	-0.7	-32	-49	0.5	0.0	-151	0.2	-1.4	2	-0.3	-32
Cn1c(NC(=O)c2ccccc2)cc(=O)n(C)c1=O	-0.4	5	-2	-0.4	1.3	-4	-0.8	-1.0	-1	-0.1	1
CCN(CC)c1ccc(NC(=O)c2cccc(OC)c2)c(C)c1	-1.4	1	1	1.0	2.2	1	-2.6	-1.3	6	-1.1	0
Cc1ccccc1CN1C(=O)CN(S(C)(=O)=O)CC1(C)C(=O)Nc1ccc2c(c1)OCCO2 (centres undefined)	0.0	0	-1	.	0.3	-12	.	-1.1	6	-0.8	2
C#CC1(NC(=S)Nc2cccc(OC)c2)CCCCC1	1.7	9	9	1.6	15*	-5	-0.9	0.2	9	0.7	11*
CC(=O)c1ccc(N2CCN(C(=O)c3ccc(NC4=NC5CS(=O)(=O)CC5S4)cc3)CC2)cc1 (centres undefined)	0.6	-6	-6	1.4	2.6	-18	0.1	-1.0	9	-0.3	-6
Cc1ccc(Cn2c(CCCO)nc3ccccc32)cc1	-1.0	-2	-4	0.2	-1.8	-1	1.7	-0.9	15	-0.8	-1
CCCCNC(=O)c1ccc2nc(CC)c(N(CC)CCOC)n2c1	0.1	-1	-6	.	0.3	-16	2.1	-0.6	3	0.3	-2
COCCNC(=O)C1C(=O)Nc2ccccc2C(=O)N1C1CCCC1 (centres undefined)	0.0	1	-3	.	0.6	-7	.	-0.8	0	-1.3	-4
NC(=O)CC(NSc1ccccc1[N+](=O)[O-])C(=O)O (centres undefined)	5.4	-8	1	1.7	-0.3	-13	1.4	-1.1	9	-0.3	-2
Cc1cccc(N(C)S(=O)(=O)c2ccc3[nH]cc(C(=O)N4CCOCC4)c(=O)c3c2)c1	0.1	-3	-15	0.1	-0.4	-50	-1.2	-1.2	-6	-1.1	-1
CN(C)c1ccc(C(=S)N2CCN(C(=S)Nc3ccc(Cl)cc3)CC2)cc1	0.5	-1	-4	0.8	0.4	-4	1.5	-0.5	4	-0.6	1

# Screening data as filed in PubChem.
